HEK293 NOD2/NF-kB = NOD2 signaling inhibitors, cell-based, luminescence, uHTS, HEK293 (AID 1566); HEK293 NOD2/NF-kB luciferase reporter, luminescence; higher % means a stronger effect; one-dose inhibition, % at 4 µM; EC50 in µM for titrated hits; hit rate 0.63% among 290,000; also: many of its hits are not listed in these tables
KOR beta-arrestin-1 = KOR agonists, beta-arrestin recruitment, primary screen, cell-based, luminescence, uHTS (AID 1777); Kappa-type opioid receptor (Homo sapiens); KOR beta-arrestin recruitment, luminescence; higher % means a stronger effect; activation, % at 10 µM, or EC50 in µM where a hit was titrated; hit rate 0.02% among 280,000; in the data active = activation above about 50%, passing the limit was not always enough; also: a part of the inactive calls stands beside numbers as strong as those of hits
PhoP inhibition = inhibitors of PhoP regulon expression, primary screen, Salmonella Typhimurium, GFP reporter (AID 1863) | S. Typhimurium PhoP-regulated promoter GFP reporter, 4 h; higher % means a stronger effect | one-dose inhibition, % at 50 µM; IC50 in µM for titrated hits | hit rate 0.16% among 300,000;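 active = inhibition over 29.93%, a cutoff 3 SD above the screen mean, later confirmed by dose response; inconclusive = inhibition over 29.93% but no dose response follow-up; inactive = inhibition at most 29.93% or unconfirmed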;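 also: 0% = low Mg2+ inducing control and 100% = high Mg2+ repressing control; strong numbers were not always called active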
Siah-1 displacement = Siah-1 peptide-binding antagonists, primary screen, biochemical, fluorescence polarization, rhodamine-plectin, uHTS (AID 1817); E3 ubiquitin-protein ligase SIAH1 (Homo sapiens); Siah-1 / rhodamine-plectin peptide fluorescence polarization; higher % means a stronger effect; one-dose displacement, % at 20 µM; IC50 in µM for titrated hits; hit rate 0.02% among 290,000;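 active = displacement of at least 50% at 20 µM, with a fluorescence ratio check between 0.3 and a set limit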;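 also: plate controls were Siah plus tracer with DMSO for no effect and tracer alone without Siah for full effect; strong numbers were not always called active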
Myeloid diff 2 = induction of myeloid progenitor differentiation, primary screen, cell-based, flow cytometry, MLPCN library; ER-HoxA9 myeloid progenitors, lysozyme-GFP differentiation; calls only at 10 µM; hit rate 1% among 360,000;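 active = normalized GFP-positive differentiation at or above the plate's own cutoff, the solvent-only control mean plus 3 SD; inconclusive = no clear call, values can overlap the other calls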;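 also: cells exposed to compound for four days before flow analysis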
NOD1 inhibition = NOD1 signaling inhibitors, primary screen, cell-based, luminescence, uHTS (AID 1578) | NOD1-driven NF-kB luciferase reporter cells, luminescence; higher % means a stronger effect | inhibition, % at 4 µM, or EC50 in µM where a hit was titrated | hit rate 1% among 290,000; in the data active = inhibition mostly above about 36%, no sharp cut-off; inactive = mostly below about 34%;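 also: HEK-293T reporter cells stimulated with the NOD1 agonist gamma-tri-DAP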
LYP inhibition = inhibitors of LYP phosphatase, biochemical, fluorescence intensity, uHTS (AID 1779); Tyrosine-protein phosphatase non-receptor type 22 (Homo sapiens); hit rate 0.054% among 290,000; inhibition, % at 11.5 µM, or IC50 in µM where a hit was titrated; recombinant LYP phosphatase, fluorescence intensity; higher % means a stronger effect;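 also: plate controls were vehicle with enzyme for no effect and no enzyme for full effect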
KOR beta-arrestin-2 = KOR antagonists, beta-arrestin recruitment, cell-based, luminescence, uHTS (AID 1778). Kappa-type opioid receptor (Homo sapiens). KOR beta-arrestin recruitment, luminescence, antagonist mode; higher % means a stronger effect. inhibition, % at 10 µM, or IC50 in µM where a hit was titrated. hit rate 0.091% among 290,000; also: strong numbers were not always called active
HIV peptide binding = inhibitors of HIV fusion peptide binding, primary screen, biochemical, uHTS, fluorescence dequenching (AID 1986). hit rate 0.3% among 290,000. inhibition, % at 20 µM; hits with a dose series show IC50 in µM. cell-free peptide binding, fluorescence dequenching, 30 min; higher % means a stronger effect; in the data active = inhibition mostly above about 52%, no sharp cut-off; inactive = mostly below about 76%; also: some results filed as inactive read as strong as hits
Myeloid diff 2 GFP+ MAC1+ % = second read-out of Myeloid diff 2, no call of its own (marks repeat the call); GFP+ MAC1+ double positive, %; measured here: differentiation confirmed by MAC1 staining
Starred values were filed as active, the others as inactive; i = inactive; u = inconclusive; x = not tested or not shown; + = active, no number; [ ] = remark or other dose. Rule as the data show it, unless noted: active = inhibition above about 50%; inactive = the rest. This is a subset, so the mix of outcomes need not match the whole.

SMILES	HEK293 NOD2/NF-kB	KOR beta-arrestin-1	PhoP inhibition	Siah-1 displacement	Myeloid diff 2	Myeloid diff 2 GFP+ MAC1+ %	NOD1 inhibition	LYP inhibition	KOR beta-arrestin-2	HIV peptide binding
CCCCCCCCCCC(=O)NNC(=O)c1c(O)c2ccccc2n(CC)c1=O	10%	-6.3%	-2%	-3%	x	x	-48%	-2%	-5%	0.2%
CCC(=O)N1c2ccccc2NC2=C(C(=O)CCC2)C1c1ccco1 (stereo not given)	-1%	-4.3%	-8%	-1%	i	0.2	-29%	-4%	12%	1.7%
COC(=O)/C(=C(O)\C=C\c1ccccc1[N+](=O)[O-])c1nc2ccccc2[nH]1	32%	0.4%	-1%	-3%	i	2.7	-5%	-4%	-19%	-0.7%
Cc1ccc2nc(SCC(=O)Nc3ccc(C(N)=O)cc3)[nH]c2c1	8%	-5.6%	2%	-11%	i	0.4	-29%	-6%	10%	-1.8%
O=C(OCC(=O)C12CC3CC(CC(C3)C1)C2)c1cccnc1	9%	0.1%	-8%	2%	i	0.3	-38%	0%	0%	-2.0%
CCCCn1c(=O)[nH]c(=O)c2c1nc(-c1ccc(OCCC)c(OCC)c1)n2CCOC	20%	0.3%	5%	1%	i	0.8	-8%	-3%	-10%	1.1%
Oc1c(-c2cc(-c3ccco3)[nH]n2)ccc2ccccc12	-101%	-2.7%	10%	-2%	i	0.5	-30%	-1%	17%	-0.6%
COc1ccc(-n2c(Cc3cccn3C)nnc2SCC(=O)Nc2ccc(F)cc2)cc1	x	4.7%	8%	-3%	i	3.2	x	-4%	-108%	-0.3%
Cc1ccc(NC(=O)c2ccccc2N(C)S(=O)(=O)c2ccccc2)c(C)c1	-4%	2.8%	6%	-4%	i	1.2	-9%	-5%	9%	-1.9%
CCOC(=O)c1c(C)[nH]c(C)c1C(=O)COC(=O)CNC(=O)c1ccc(OCC)cc1	4%	-3.2%	-3%	19%	i	0.8	-19%	-2%	28%	2.9%
Cc1ccc(NC(=O)Cn2c(=O)c3cccn3c3ccccc32)c(C)c1	6%	-3.3%	-5%	12%	i	2.3	-10%	-7%	42%	3.5%
CC(C)OCCCNC(=O)c1ccc2c(=O)n(Cc3ccc4c(c3)OCO4)c(=S)[nH]c2c1	9%	-3.7%	5%	9%	i	0.6	1%	-5%	2%	0.1%
Cc1ccc(S(=O)(=O)Oc2ccc(/C=C(/NC(=O)c3ccccc3)C(=O)O)cc2)cc1	12%	-2.1%	-1%	2%	i	0.5	-33%	-6%	-44%[20 µM]	5.2%
Cc1ccccc1Nc1nc(N)nc(CSCc2c(C)noc2C)n1	12%	2.2%	-6%	1%	i	0.8	21%	-7%	-38%	-3.1%
CC1CCN(C(=O)CSc2ccc(-c3ccc(F)cc3)nn2)CC1	-5%	0.2%	-6%	4%	i	0.8	-2%	-7%	29%	0.7%
CCOC(=O)c1ccc(N2C(=O)c3n[nH]c(C)c3C2c2cccnc2)cc1 (stereo not given)	25%	11%	14%	-5%	i	1.9	10%	-3%	17%	-0.3%
O=c1c2ccccc2nc(SCc2nc(-c3ccccc3)no2)n1-c1ccc(F)cc1	24%	-1.8%	5%	4%	i	6.4	19%	3%	16%	-1.6%
CCC(=O)c1cc(F)c(N2CCN(C(=O)Cc3ccccc3)CC2)cc1C	9%	-5.6%	18%	7%	i	1.7	-12%	0%	14%	-2.5%
CCc1cccc(Nc2cc(C)nc3ncnn23)c1	14%	2.1%	2%	-5%	i	3.8	-13%	-4%	-20%	2.7%
Cn1c2ccccc2c2cc(C(=O)N3CCN(CCO)CC3)sc21	-25%	9.0%	11%	-3%	i	0.9	-41%	6%	4%	4.1%
O=[N+]([O-])CC(c1ccccc1)P(=O)(c1ccccc1)c1ccccc1 (stereo not given)	-30%	-3.3%	19%	-9%	i	0.5	-5%	-9%	40%	-2.3%
O=C(c1ccc(N2CCCCC2)c([N+](=O)[O-])c1)N(c1ccccn1)c1ccccn1	18%	-5.5%	4%	11%	i	0.2	-15%	0%	26%	-2.5%
CCOC(=O)CSc1nc2c(sc(=S)n2-c2ccc(OCC)cc2)c(=O)[nH]1	26%	3.5%	4%	2%	i	0.2	-20%	4%	-46%	15%
CCCOC(=O)Nc1cc(OC)ccc1[N+](=O)[O-]	0%	1.1%	7%	-3%	i	0.4	-23%	-11%	-4%	-1.7%
Cc1ccc(Cn2c(=O)c3ccccc3n3nc(C)cc23)cc1	10%	-5.8%	-2%	3%	i	0.4	-15%	-4%	-9%	1.0%

Quoted from the listing:
In NOD1 inhibition, `CCCCCCCCCCC(=O)NNC(=O)c1c(O)c2ccccc2n(CC)c1=O` is entered as -48%
In Siah-1 displacement, `CCCCn1c(=O)[nH]c(=O)c2c1nc(-c1ccc(OCCC)c(OCC)c1)n2CCOC` is entered as 1%

(further entries)
SMILES	HEK293 NOD2/NF-kB	KOR beta-arrestin-1	PhoP inhibition	Siah-1 displacement	Myeloid diff 2	Myeloid diff 2 GFP+ MAC1+ %	NOD1 inhibition	LYP inhibition	KOR beta-arrestin-2	HIV peptide binding
COCCn1cnc2c(c1=O)c1nc3ccccc3nc1n2/N=C/c1ccco1	11%	2.4%	-3%	-4%	i	0.9	0%	-2%	-12%	-0.2%
CCOC(=O)c1nn(-c2ccccc2)c2nc(Nc3ccccc3)cc(=O)n12	11%	1.4%	10%	3%	i	0.5	-22%	-1%	-11%	-1.2%
Brc1cc(Cc2nnc(-c3ccccc3)o2)c(Br)s1	0%	4.2%	-10%	-1%	i	0.5	5%	-1%	-19%	-0.3%
NC(=S)NNC(=O)[C@@H]1CCCC[C@@H]1C(=O)O	1%	1.2%	-8%	0%	i	0.4	-35%	-4%	-26%	-1.6%
COC(=O)C1=C(C)NC(C)=C(C(=O)OC)C1c1cc2cc(C)ccc2[nH]c1=O	8%	-3.4%	9%	2%	i	0.5	-11%	-1%	-36%	3.1%
CCCCn1ccnc1C	16%	0.8%	-2%	1%	i	0.2	-7%	-8%	25%	0.1%
COC(=O)c1ccc(NC(=O)C2CCCN2S(=O)(=O)c2ccc(F)cc2)cc1 (stereo not given)	-12%	-3.2%	-2%	9%	i	0.3	-36%	-7%	-10%	-1.1%
O=C(NC(=S)NCc1ccccc1)c1ccccc1[N+](=O)[O-]	8%	x	8%	1%	i	0.1	-21%	-4%	-24%[20 µM]	1.3%
CCOc1ccccc1NC(=O)N1CCC(c2nc3ccc(C)cc3[nH]2)CC1	19%	2.5%	17%	1%	i	4.0	19%	2%	-5%	1.0%
COCCCN1C(=O)N(c2ccc(F)cc2)C(=O)C1CC(=O)Nc1ccccc1 (stereo not given)	1%	-0.7%	-6%	1%	i	0.2	-12%	-1%	1%	-1.3%
O=C(Nc1ccc2c(c1)OCO2)c1cc2n(n1)C(C(F)(F)F)CC(c1ccccc1)N2 (stereo not given)	-4%	66%	-7%	-3%	i	1.1	11%	-3%	-29%	-0.6%
C/C(=N\O)c1c(C)c2ccccc2n1C	1%	3.1%	18%	-1%	i	0.5	-23%	0%	-16%	3.6%
O=C1CC(c2ccco2)CC(O)=C1C=NCCN1CCNCC1 (stereo not given)	11%	-0.4%	19%	-8%	i	0.8	-12%	-2%	29%	24%
Cc1cc(C(=O)Cn2nnc(-c3ccc(Cl)cc3)n2)c(C)n1-c1ccccc1	34%	1.2%	11%	5%	i	0.6	37%	-2%	-9%	4.6%
CC(C)c1ccc(N(CC(=O)NCCc2ccccc2)C(=O)c2csnn2)cc1	10%	0.6%	0%	2%	i	6.1	-42%	-5%	-16%	1.2%
COc1ccc(-c2nnn(CC(=O)NC3CCCc4ccccc43)n2)cc1OC (stereo not given)	20%	0.5%	x	3%	i	0.9	-16%	-1%	-29%	0.4%
COc1ccc(-n2nnnc2SCC(=O)NCCc2ccccc2)cc1OC	16%	-1.4%	-5%	-2%	i	0.7	-11%	-10%	5%	-1.2%
Nc1cc(OC(=O)c2cccs2)nn1S(=O)(=O)c1ccc(F)cc1	4%	-2.1%	7%	2%	i	1.1	-16%	-1%	0%	0.5%
Cc1nc2ccc(C(=O)O)cc2c2c1CC(C)S2 (stereo not given)	6%	1.1%	-9%	8%	i	0.3	-12%	0%	0%	21%
CCOc1ccc(NC(=O)CCc2c(C)nn(-c3ccc(N4CCCCC4)nn3)c2C)cc1	-35%	8.5%	1%	1%	i	3.6	-29%	-8%	-15%	2.3%
Cc1ccc(NC(=O)CSc2nc3ccccc3c3nc4ccccc4n23)cc1	-20%	3.6%	-10%	5%	x	x	-18%	-2%	-78%	-2.7%
COc1cc(/C=N/NC(=O)CNC(=O)c2ccccc2)ccc1OC(=O)c1cccs1	0%	7.8%	-3%	1%	i	1.0	2%	3%	-15%	-0.9%
CC(C)[C@H](NC(=O)N1c2ccccc2NC(=O)[C@@H]1C(C)C)C(=O)N[C@@H](Cc1c[nH]c2ccccc12)C(=O)O	11%	-9.0%	4%	2%	i	3.6	-32%	-6%	4%[20 µM]	-0.9%
Brc1ccc(CSc2nnc3ccccn23)cc1	-1%	-6.1%	0%	-1%	i	0.2	-41%	-7%	-35%	-0.6%
CCOC(=O)N1CCN(CC(O)COc2ccc(C)cc2C(C)(C)C)CC1 (stereo not given)	-3%	4.5%	-4%	2%	i	1.2	-7%	-1%	-2%	1.9%
(list continues)
SMILES	HEK293 NOD2/NF-kB	KOR beta-arrestin-1	PhoP inhibition	Siah-1 displacement	Myeloid diff 2	Myeloid diff 2 GFP+ MAC1+ %	NOD1 inhibition	LYP inhibition	KOR beta-arrestin-2	HIV peptide binding
CC1Cc2ccccc2N1C(=O)c1ccnc(C(C)(C)C)c1 (stereo not given)	-5%	3.0%	-7%	-1%	+	17*	10%	3%	-28%	-2.8%
CCCCNC(=O)Cn1c(=O)c2c(ncn2CCC(C)C)n(Cc2ccccc2)c1=O	-11%	-5.7%	5%	-5%	i	0.4	9%	-9%	-10%	0.0%
OC(COc1ccc(Br)cc1)Cn1ccnc1 (stereo not given)	-2%	-5.5%	21%	-1%	i	0.4	-10%	-7%	3%	-0.5%
O=C(CCS(=O)(=O)c1cccs1)Nc1ccc(C(=O)NCc2ccccc2)cc1	14%	2.9%	-13%	-1%	i	0.4	-2%	-6%	2%	3.9%
COC(=O)[C@H]1Cc2cnoc2C[C@]1(C)C(=O)O	6%	1.0%	-13%	6%	i	0.2	-20%	-6%	-16%	19%
CCOC(=O)COc1ccc2nsnc2c1	11%	-3.4%	8%	1%	i	1.0	-10%	-2%	-43%	-0.2%
C(=N\n1cnnc1)/c1ccc2ncccc2c1	21%	-10%	9%	-3%	i	4.3	9%	-12%	-10%	-1.9%
CC(=O)c1c(C)[nH]c(C(=O)Nc2ccc(C)cc2Br)c1C	-42%	-1.6%	-13%	-1%	i	1.7	-69%	-9%	-28%	-0.9%
COc1ccc(S(=O)(=O)NC2CCCCCC2)cc1C(N)=O	9%	0.0%	-5%	19%	u	x	-21%	-11%	15%	1.2%

High-throughput results as filed in PubChem BioAssay.
